PAFAH2 FP inh – PAFAH2 enzyme inhibitors, primary screen, biochemical, fluorescence polarization, human; inhibition, % at 3.39 µM; AID 492956, 2010; recombinant PAFAH2, FP-rhodamine activity probe; 340,000 compounds, 0.99% hits;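 active = inhibition above the mean over all tested compounds plus 3 SD, cut at about 30% in these data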;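 also: inhibitors block probe labeling of enzyme so polarization drops; 0% = enzyme with DMSO and 100% = wells lacking PAFAH2 protein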
EBNA-1 inhibitor – EBNA-1 DNA-binding inhibitors, primary screen, biochemical, fluorescence polarization. inhibition, % at 14.8 µM. 300,000 compounds, 0.34% hits; in the data active = inhibition above about 28%
LYPLA2 counter – LYPLA2 inhibitors, primary screen, counter-screen for PME1 inhibitor project, biochemical, fluorescence polarization, FP-Rh probe ABPP; inhibition, % at 5.9 µM; AID 2177, 2009; recombinant LYPLA2; Acyl-protein thioesterase 2 (Homo sapiens), O95372; 320,000 compounds, 0.38% hits;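 active = inhibition above the screen-wide mean plus 3 SD, limit set per campaign, cut at about 26% in these data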;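 also: 0% = LYPLA2 with DMSO and 100% = wells lacking LYPLA2 enzyme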
pPAFAH inh – pPAFAH enzyme inhibitors, primary screen, biochemical, fluorescence polarization, human | recombinant pPAFAH, FP-rhodamine probe fluorescence polarization | inhibition, % at 3.39 µM | 330,000 compounds, 1.5% hits | AID 463082, 2010;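 active = inhibition above the mean inhibition across the screen plus 3 SD, cut at about 25% in these data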;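 also: inhibitors block binding of the rhodamine activity-based probe so polarization drops; 0% = enzyme with DMSO and 100% = wells lacking pPAFAH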
PREPL inhibitor – PREPL enzyme inhibitors, primary screen, biochemical, fluorescence polarization | 320,000 compounds, 0.68% hits | recombinant PREPL, fluorescence polarization activity-based probe | inhibition, % at 5.96 µM | AID 2751, 2010 | Prolyl endopeptidase-like (Homo sapiens), Q4J6C6; in the data active = inhibition above about 43%;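 also: 0% = enzyme with DMSO and 100% = wells lacking enzyme; many of its hits are not listed in these tables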
Target sequence (Q4J6C6 whole entry, looked up): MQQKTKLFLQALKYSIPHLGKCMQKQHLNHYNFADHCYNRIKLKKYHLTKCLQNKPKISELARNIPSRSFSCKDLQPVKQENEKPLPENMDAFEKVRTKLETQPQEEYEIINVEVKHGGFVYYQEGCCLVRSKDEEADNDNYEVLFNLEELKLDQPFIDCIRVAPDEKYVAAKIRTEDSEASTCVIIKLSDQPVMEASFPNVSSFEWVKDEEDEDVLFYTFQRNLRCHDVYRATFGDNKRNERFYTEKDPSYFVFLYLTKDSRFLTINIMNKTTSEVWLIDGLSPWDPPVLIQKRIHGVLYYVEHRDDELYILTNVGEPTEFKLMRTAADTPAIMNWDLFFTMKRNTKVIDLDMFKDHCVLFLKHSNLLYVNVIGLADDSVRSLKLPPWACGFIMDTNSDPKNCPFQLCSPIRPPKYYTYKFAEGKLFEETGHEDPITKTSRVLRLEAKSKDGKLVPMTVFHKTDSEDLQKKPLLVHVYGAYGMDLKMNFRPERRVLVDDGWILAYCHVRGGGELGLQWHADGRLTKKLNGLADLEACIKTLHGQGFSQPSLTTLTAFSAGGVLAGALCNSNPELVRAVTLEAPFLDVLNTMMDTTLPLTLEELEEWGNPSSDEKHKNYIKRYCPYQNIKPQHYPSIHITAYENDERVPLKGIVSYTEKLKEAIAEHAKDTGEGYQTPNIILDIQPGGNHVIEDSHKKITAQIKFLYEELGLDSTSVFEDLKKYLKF
PAFAH1B2 inh – PAFAH1B2 enzyme inhibitors, primary screen, biochemical, fluorescence polarization, human; inhibition, % at 3.39 µM; recombinant PAFAH1B2, FP-rhodamine activity probe; 340,000 compounds, 1.2% hits; AID 492953, 2010; Platelet-activating factor acetylhydrolase IB subunit alpha2 (Homo sapiens), P68402;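 active = inhibition above the mean of all tested compounds plus 3 SD, cut at about 24% in these data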;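 also: 0% = enzyme with DMSO and 100% = wells lacking PAFAH1B2; many of its hits are not listed in these tables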
PAFAH1B3 inh – PAFAH1B3 enzyme inhibitors, primary screen, biochemical, fluorescence polarization, human; recombinant PAFAH1B3, FP-rhodamine probe; inhibition, % at 3.39 µM; 340,000 compounds, 0.28% hits; AID 492972, 2010;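 active = inhibition above the screen-wide average of all tested compounds plus 3 SD, cut at about 25% in these data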;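 also: 0% = enzyme with DMSO only and 100% = wells lacking PAFAH1B3 protein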
Target sequence (Q15102 whole entry, looked up): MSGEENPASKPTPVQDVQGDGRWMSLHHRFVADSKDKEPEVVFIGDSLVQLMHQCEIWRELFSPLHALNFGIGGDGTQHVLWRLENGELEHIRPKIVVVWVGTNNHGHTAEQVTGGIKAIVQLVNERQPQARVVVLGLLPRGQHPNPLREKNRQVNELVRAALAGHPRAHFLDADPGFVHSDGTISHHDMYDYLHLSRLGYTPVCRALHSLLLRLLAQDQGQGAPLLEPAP
LYPLA1 counter – LYPLA1 inhibitors, primary screen, counter-screen for PME1 inhibitor project, biochemical, fluorescence polarization, FP-Rh probe ABPP; Acyl-protein thioesterase 1 (Homo sapiens), O75608; recombinant LYPLA1; inhibition, % at 5.9 µM; 320,000 compounds, 0.16% hits; AID 2174, 2009;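 active = inhibition above the mean of all tested compounds plus 3 SD, set per campaign, cut at about 14% in these data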;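 also: inhibitors block serine hydrolase probe labeling of LYPLA1 so polarization falls; 0% = enzyme with DMSO and 100% = wells lacking LYPLA1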
ZTA counter – ZTA (EBV) inhibition in EBNA-1 counter-screen | P03206 | AID 2234 | inhibition, % at 11 µM | 320,000 compounds, 0.15% hits | ZTA-DNA binding, fluorescence polarization; in the data active = inhibition above about 33%
* = called active by the depositor; . = no result given.

SMILES	PAFAH2 FP inh	EBNA-1 inhibitor	LYPLA2 counter	pPAFAH inh	PREPL inhibitor	PAFAH1B2 inh	PAFAH1B3 inh	LYPLA1 counter	ZTA counter
COc1ccc(N2CCN(C(=O)c3ccc(NC(=O)C4=CSCCO4)cc3)CC2)cc1	8.4	15.3	34.8*	9.1	6.8	6.0	0.7	-4.1	18.0
Cc1ccc2cccc(S(=O)(=O)N3CCCc4ccccc43)c2n1	-4.5	-1.9	2.2	3.1	0.4	1.4	6.1	0.2	14.0
CC(/C=N/NC(=O)Cn1nnc(N)n1)=C\c1ccc(C(C)C)cc1	.	-8.7	62.0*	3.4	7.8	.	.	-5.0	14.6
NC(=O)COc1ccc(NC(=O)CC23CC4CC(CC(C4)C2)C3)cc1	7.8	-7.1	0.9	-1.6	5.8	10.4	9.8	-1.5	-13.6
CCN(CC(=O)Nc1ccc(NC(C)=O)cc1)C(=O)CSc1nnc(-c2ccco2)n1CC	-2.9	-6.1	4.7	5.3	13.5	-0.7	6.2	-0.8	-4.0
CCOC(=O)C(C(=O)Nc1cccc(C)n1)C1CCCCC1 (stereo unspecified)	-2.8	0.8	6.8	6.2	-6.4	3.5	-3.6	3.5	3.3
CC(Sc1nc2c(c(=O)n(C)c(=O)n2C)n1Cc1cc2c(cc1Cl)OCO2)C(=O)O (stereo unspecified)	2.5	1.7	2.9	-5.9	15.5	5.8	15.4	0.9	3.6
CCCn1c(SCC(=O)N2CCN(C(C)=O)CC2)nc2sc3c(c2c1=O)CCC3	3.4	0.8	-7.2	7.3	10.7	6.5	9.3	0.8	5.0
Cn1nnnc1SCc1nc2scc(-c3ccccc3)c2c(=O)[nH]1	16.1	-13.7	0.8	0.1	-2.0	5.2	9.0	1.1	-19.1
CC(Oc1ccc2c(c1)oc(=O)c1ccccc12)C(=O)NCCN1CCOCC1 (stereo unspecified)	7.3	-10.2	-10.8	2.3	32.1	-0.5	1.8	-3.3	8.3
COn1c(-c2ccccc2)nc2c1CCc1nonc1-2	-5.1	-1.3	4.7	1.5	-5.5	0.8	5.7	-1.4	-16.6
COc1cccc(C(=O)Oc2c(CN3CCOCC3)cc(Cl)c3cccnc23)c1	-1.3	5.5	-1.0	8.1	1.1	7.2	6.9	-3.6	14.5
Cc1ccc(S(=O)(=O)c2nc(C)oc2N2CCOCC2)cc1	2.4	-7.1	-3.2	-2.6	4.0	7.5	12.7	3.5	4.7
O=S(=O)(Cc1ccccc1)N1CCCCCC1	-6.3	3.9	2.5	-5.0	-2.9	2.7	-6.0	-0.6	-3.8
Cc1cc(C)cc(NC(=O)CN2CCN(C(=O)c3cccs3)CC2)c1	-3.4	.	.	3.1	16.1	1.6	9.1	.	.
COc1cc(=O)n(C)c2cc(N(C)C)ccc12	-4.0	9.7	5.6	-1.6	15.5	2.2	2.2	1.6	-5.5
CNc1snc(C)c1C(=O)OCC(=O)N(C)c1ccccc1	7.8	.	6.3	-1.1	12.1	1.9	-5.9	1.0	-24.9
CC1(C)CC(=O)c2c(O)cc(OCC(=O)NCCc3ccc(S(N)(=O)=O)cc3)cc2O1	-19.5	2.7	-5.7	5.9	4.7	4.8	8.4	-2.0	8.0
COc1ccc(C2CC(=O)c3c(C)nc(N4CCN(c5ccccc5)CC4)nc3C2)cc1 (stereo unspecified)	5.2	-13.6	1.5	5.1	0.2	-2.4	8.9	1.8	-2.3
COc1cccc(C(=O)N(Cc2cc3cc(C)ccc3[nH]c2=O)C(C)C)c1	1.2	2.7	5.1	4.8	1.4	2.2	5.0	4.7	8.5
COC(=O)c1ccc(C)c(NS(=O)(=O)c2cn(C)nc2C)c1	-12.2	0.2	-8.7	5.0	0.1	6.9	-0.1	-5.3	-9.4
Cc1cccc(-n2nc(C)cc2N)c1	6.7	2.0	-2.2	2.9	1.3	0.5	7.2	-1.4	-6.8
C/C(=N\N1CCN(C)CC1)c1ccc(OC(F)F)cc1	6.1	-19.6	-4.8	2.2	11.5	1.4	13.8	-0.5	-6.3
COc1cccc(O[C@@H]2O[C@@H]3COC(C)(C)O[C@H]3[C@H](O)[C@H]2NC(C)=O)c1	-13.3	-11.3	-2.3	3.2	5.9	-0.1	-2.7	-3.7	-8.8
O=C(NCc1ccc(Cl)cc1)c1cnn2ccccc12	-5.7	3.5	6.4	-1.0	-4.7	22.0	2.3	2.7	2.9
CC(C)OCCCNC(=O)C(=O)NCCCOC(C)C	9.9	-2.8	3.1	2.5	-2.2	-1.1	2.2	-0.5	1.4
O=C(O)COc1ccccc1/C=N/NC(=O)Cc1ccccc1	3.9	-18.3	-8.8	-11.6	24.4	6.5	10.1	-3.1	-3.7
Fc1ccc(Nc2cccc3nccnc23)cc1	-0.8	0.7	13.2	8.5	19.5	6.6	6.0	1.0	2.9
Cc1ccccc1-c1nnc(-c2ccccc2)o1	-3.1	-6.9	8.4	3.9	-13.2	-0.7	1.7	0.0	2.1
CCn1nc(NS(=O)(=O)c2ccccc2)c2cc3cccc(C)c3nc21	8.6	2.2	5.5	12.7	5.2	4.8	4.9	1.9	7.6

The final 3 records of the section before open the next one:
SMILES	PAFAH2 FP inh	EBNA-1 inhibitor	LYPLA2 counter	pPAFAH inh	PREPL inhibitor	PAFAH1B2 inh	PAFAH1B3 inh	LYPLA1 counter	ZTA counter
Fc1ccc(Nc2cccc3nccnc23)cc1	-0.8	0.7	13.2	8.5	19.5	6.6	6.0	1.0	2.9
Cc1ccccc1-c1nnc(-c2ccccc2)o1	-3.1	-6.9	8.4	3.9	-13.2	-0.7	1.7	0.0	2.1
CCn1nc(NS(=O)(=O)c2ccccc2)c2cc3cccc(C)c3nc21	8.6	2.2	5.5	12.7	5.2	4.8	4.9	1.9	7.6
CCc1ccc(/C=N/NC(=O)C(=O)NCCCN2CCOCC2)cc1	-6.4	-13.9	-1.4	2.1	-7.1	-1.2	-0.9	-5.9	5.5
CCc1ccc(OCC(=O)NNC(=O)CNC(=O)c2ccc(Br)o2)cc1	-12.3	.	-0.9	2.8	-0.5	4.3	-3.4	-0.1	9.5
O=C(COC(=O)CNC(=O)c1ccc(Br)cc1)NCCC1=CCCCC1	4.5	1.6	0.3	11.0	13.4	1.4	7.3	-5.1	4.1
C[C@@H]1COC(=O)[C@H](CC(=O)OC(C)(C)C)C/C=C\C[C@@H](CC(=O)N(CCO)Cc2ccccc2)C(=O)N1	5.1	.	.	1.8	-0.3	-1.1	1.9	.	.
COc1ccc2[nH]cc(C(=O)CN3CCC(C)CC3)c2c1	4.3	0.5	-6.5	-0.7	0.0	1.4	0.4	-5.9	5.7
O=C(Nc1cccc(C(=O)O)c1)/C(=C/c1cccc([N+](=O)[O-])c1)NC(=O)c1cccc(Br)c1	-4.7	5.9	11.1	6.0	2.7	5.2	-1.3	0.8	1.5
CCCCCCCC(=O)NC1=NC(=O)C(C)(C)S1	6.1	3.3	-1.8	6.6	2.0	3.2	3.0	-2.5	15.2
CC1CCN(C(=O)C(C)NCc2ccc(F)cc2)CC1 (stereo unspecified)	-6.5	-1.6	0.7	3.0	11.1	2.6	1.0	1.8	-24.3
COc1cc(/C=N/NC(=O)c2ccncc2)ccc1OCc1cnc(Cl)s1	-1.5	-2.2	-6.1	1.6	9.3	0.5	5.2	-3.2	1.7
O=c1cc(N2CCN(c3ccccc3)CC2)[nH]c(=O)n1Cc1ccc(F)cc1	-0.4	4.9	7.0	5.0	15.9	11.2	5.7	-3.7	-1.1
CCN(Cc1ccccc1)S(=O)(=O)c1ccc(C(=O)Nc2nnc(C)o2)cc1	1.2	8.1	6.7	6.0	24.1	8.1	3.8	6.5	-15.5
COc1ccc(CNC(=O)C/C(C)=N/NC(=O)c2ccc([N+](=O)[O-])cc2Cl)cc1	0.1	0.6	-2.8	3.2	13.3	3.5	9.5	-1.2	-13.3
Cn1c(=O)c2c(ncn2CC(=O)OCC(=O)NCc2ccc(Cl)cc2)n(C)c1=O	-2.7	-3.4	7.8	2.1	9.9	2.1	2.0	-1.2	-28.3
Cc1cc(=O)oc(C)c1C(=O)NCc1ccccc1	-4.4	-4.7	1.8	5.4	9.0	4.7	7.2	2.2	1.8
C[C@H](NC(=O)c1nc[nH]c1C(=O)NCC(=O)OC(C)(C)C)c1ccccc1	-3.3	0.4	2.8	5.3	2.8	4.6	7.4	1.3	9.6
Nc1nn(-c2ccccc2)c(N)c1N=Nc1cccc(F)c1	.	7.8	5.5	6.9	64.5*	.	.	2.2	-11.5
CCN(CC)S(=O)(=O)c1ccc(O)c(C(=O)OCC(=O)NC23CC4CC(CC(C4)C2)C3)c1	77.4*	.	.	5.0	13.4	14.1	1.6	.	.
Cc1cc(N2CCCC2)c(C)cc1C=O	7.8	2.0	-1.9	3.7	20.7	0.2	4.1	1.8	-17.0
C[C@]12C(=O)N(c3ccc(C(F)(F)F)cc3)C(=O)N1[C@@H]1c3ccccc3OC[C@@H]1[C@H]2c1ccccc1	-8.3	-1.5	-0.4	2.2	11.4	4.2	-2.2	-0.8	-25.8
Cc1cc(=O)cc(C)n1-c1ccc(Cl)c(Cl)c1	-2.0	0.3	-0.8	0.9	3.7	4.9	2.9	-3.6	-5.4
C=CCn1c(SCc2ccc(Cl)cc2)nc2c1c(=O)[nH]c(=O)n2C	6.3	-3.7	6.2	2.1	23.0	25.2*	8.5	1.1	-2.3
CCCCN(C(=O)CSCC(=O)Nc1ccc(C)cc1)c1c(N)n(CCCC)c(=O)[nH]c1=O	3.5	-3.9	4.4	-0.6	9.6	2.7	4.4	2.6	-5.4
O=C(C1Cc2ccccc2CN1S(=O)(=O)c1cccs1)N1CCCCC1 (stereo unspecified)	2.7	-4.9	-1.6	1.7	-0.3	8.7	7.1	0.7	-2.0
CCN(CC)c1nc(N)c([N+](=O)[O-])c(NCCO)n1	2.1	1.9	3.4	0.2	-2.3	0.6	7.5	-4.1	-4.3
O=Cc1ccc(N2Cc3ccccc3C2)cc1	-3.5	3.2	-2.6	3.4	-0.8	-1.9	3.8	-3.4	-11.1
COCCn1c(CN2CCc3ccccc3C2)nc2c1c(=O)n(C)c(=O)n2C	0.2	-3.6	3.1	2.0	17.8	2.2	2.6	-0.3	-7.7
Cn1ccnc1Sc1cc(Cl)ccc1[N+](=O)[O-]	5.3	-12.6	-6.1	0.2	11.7	0.4	6.0	2.0	-13.0
Cc1ccc(S(=O)(=O)NNC(=S)NC(C)(C)C)cc1	.	5.7	6.2	0.5	11.2	.	.	3.7	-13.4
Cc1cccc2nc(CSC(=N)N)c(Br)n12	0.2	9.6	-1.4	3.1	1.8	3.8	2.1	-3.5	17.9
O=C(Nc1nc(-c2ccccn2)cs1)C1CC1	3.2	0.3	6.2	-1.6	-1.2	2.1	5.1	3.5	-0.8
CC1CCN(C(=O)Cn2c(=O)oc3ccccc32)CC1	-9.3	7.7	4.6	-2.0	9.6	1.1	5.5	-1.8	-18.9
CSc1cccc(NC(=S)Nc2cc(C)ccc2C)c1	4.0	-21.1	-7.3	-4.2	2.5	5.2	6.9	-3.3	-10.5
CC(=O)c1c(C)[nH]c(C(=O)Nc2ccc(Cl)cc2)c1C	7.5	-26.8	-12.7	4.4	-1.4	0.0	6.1	-28.6	-5.5

Screens from PubChem BioAssay.

Not all compounds are listed; the hit share may differ from the screen's.
